TbREL1 primary: TbREL1 inhibition, primary screen; TbREL1 RNA ligation, FRET fluorescence; inhibition, % at 9.66 µM; 0.49% of 89,000 active; AID 1117264;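 active means inhibition above the mean inhibition across all screened compounds plus 3 SD, cut at about 11% in these data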;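 further: 0% = plate median of test wells and 100% = NSC42067 control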
Target sequence (P86926 whole entry, looked up): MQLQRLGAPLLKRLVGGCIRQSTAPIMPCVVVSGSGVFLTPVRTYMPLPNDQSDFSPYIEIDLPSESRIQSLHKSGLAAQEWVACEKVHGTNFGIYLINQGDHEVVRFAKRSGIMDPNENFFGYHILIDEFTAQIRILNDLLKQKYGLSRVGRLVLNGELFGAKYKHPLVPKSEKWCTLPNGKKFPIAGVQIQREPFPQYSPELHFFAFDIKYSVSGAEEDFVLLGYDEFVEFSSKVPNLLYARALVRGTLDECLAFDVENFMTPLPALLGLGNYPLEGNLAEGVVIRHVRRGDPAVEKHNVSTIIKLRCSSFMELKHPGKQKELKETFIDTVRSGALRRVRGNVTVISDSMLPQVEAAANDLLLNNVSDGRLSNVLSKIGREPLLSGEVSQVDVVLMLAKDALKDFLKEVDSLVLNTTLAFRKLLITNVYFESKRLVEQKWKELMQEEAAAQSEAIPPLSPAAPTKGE
An asterisk follows results filed as active. Only part of the results is shown. The share of hits here may be higher or lower than overall.

SMILES | TbREL1 primary
Cc1cccc(Cn2c(NCC(C)O)nc3c2c(=O)n(C)c(=O)n3C)c1 (stereo not drawn) | -4.6
COc1cccc(-n2c(SCC(=O)N3CCCCC3)nc3c([nH]c4ccccc43)c2=O)c1 | 3.1
COc1cc(OC)c(-n2c(C)cc(C=O)c2C)cc1Cl | 2.8
O=C(CSc1nnc(-c2cccs2)n1-c1ccccc1)c1ccc2c(c1)OCCO2 | 2.4
O=C(NN=C1CCCC1)c1cc(O)cc(O)c1 | 0.9
O=C(NC1CCCCN(Cc2ccc(Cl)cc2)C1=O)C1C2CC3CC(C2)CC1C3 (stereo not drawn) | 0.4
C/C(=N/NC(=O)CNC(=O)c1ccncc1)c1ccco1 | 0.2
COc1ccc(CN2C(=O)C(C)Nc3ncnc(N4CCc5ccccc5C4)c32)cc1 (stereo not drawn) | 3.3
O=C(COc1ccc(Br)cc1)N1CCC(c2ccccc2)C1 (stereo not drawn) | -2.9
CCN(CC)CCn1c(NCc2cccc(OC)c2)nc2ccccc21 | -1.2
Cc1cc(NC(=O)CCCN2C(=O)c3cccnc3C2=O)no1 | 1.5
CN(C(=S)NC(=O)C12CC3CC(CC(C3)C1)C2)c1ccc(O)cc1 | -3.2
O=C(CSCc1ccc(C(=O)O)cc1)Nc1ccccc1 | 8.1
CCOc1ccc(C(=O)NC(=S)Nc2ccccc2N2CCC(C)CC2)cc1[N+](=O)[O-] | 2.5
CCCCC1CCCOC(C(=O)NCCNCCO)(C(F)(F)F)C1 (stereo not drawn) | 1.6
CC(=O)Nc1cccc(NC=C(C#N)C#N)c1 | 3.3
O=C(C[C@@H]1C/C=C/CC[C@H](Cc2ccc(F)cc2)C(=O)OCCNC1=O)N[C@H](CO)Cc1ccccc1 | -3.7
COC(=O)c1cc(CNC(=O)c2ccc(S(=O)(=O)N(C)c3ccccc3)cc2)ccc1OC | -1.1
Cc1cc(C)nc(N2CCCC(C(=O)NCc3cccc(C(F)(F)F)c3)C2)n1 (stereo not drawn) | 0.6
CCOC(=O)CCCNC(=O)COC(=O)/C=C/c1ccc2c(c1)OCO2 | -1.0
O=C(Oc1ccc(N2C(=O)CCC2=O)cc1)c1ccccc1 | 0.0
COc1ccc2nc(C3CCCCC3)c3c(c2c1)CCC3 | 0.6
Cc1cccc(C2c3[nH]c4ccccc4c3CCN2C(=O)c2cc(CC(C)C)nc(C)n2)n1 (stereo not drawn) | -3.9
COc1ccc(C(C(=O)Nc2ccc(F)cc2)N2CCN(c3ccncc3)CC2)cc1 (stereo not drawn) | 5.1
Cc1nn(Cc2ccc(Cl)cc2)c(=O)n1N(C)c1ncc(C(F)(F)F)cc1Cl | 3.6

Gathered by group, the compounds so far with a Cl atom
SMILES | TbREL1 primary
COc1cc(OC)c(-n2c(C)cc(C=O)c2C)cc1Cl | 2.8
O=C(NC1CCCCN(Cc2ccc(Cl)cc2)C1=O)C1C2CC3CC(C2)CC1C3 (stereo not drawn) | 0.4
Cc1nn(Cc2ccc(Cl)cc2)c(=O)n1N(C)c1ncc(C(F)(F)F)cc1Cl | 3.6

Going on with the list.
SMILES | TbREL1 primary
CC(=O)Nc1ccc2c(COC(=O)[C@H](C)N3C(=O)C4CCCCC4C3=O)cc(=O)oc2c1 (stereo partly drawn) | -2.3
CSC1=NCCN1C(=O)c1ccc(S(=O)(=O)N2CCCCC2)cc1 | 1.4
O=c1[nH]c2c(n(C3CCCCC3)c1=O)CCC2 | 1.4
CC(C)(C)SCCNS(=O)(=O)c1ccc2ccccc2c1 | -0.3
COC(=O)[C@@H]1C[C@@H](C(=O)O)[C@H](C)C1(C)C | 1.9
CC(C)n1c(-c2cccs2)nc2ccccc21 | -1.3
O=C(Nc1ccc(Cl)c(S(=O)(=O)N2CCCCC2)c1)c1ccco1 | 0.6
COc1cccc(-c2cc(C(=O)Nc3cc(C)on3)no2)c1 | 2.7
CC(C)(C)CN1CCNC(=O)C1CC(=O)NCCc1cnn(-c2ccccc2)c1 (stereo not drawn) | -0.2
COc1cc(-c2c(CCO)sc3ccccc23)cc(OC)c1OC | 4.3
O=C(COc1ccc2ccc(=O)oc2c1)Nc1ccc(CCO)cc1 | 3.9
Cc1ccc(/C=C/C(=O)OCC(=O)NC(=O)NCc2ccco2)cc1 | -0.5
COCCSc1nnc(NC(=O)c2ccc([N+](=O)[O-])cc2)s1 | -0.9
Cc1ccc(-c2noc(CCC(=O)NCc3ccccc3CN3CCOCC3)n2)cc1 | -1.4
C=CCn1c(SCC(=O)Nc2cc(C)on2)nc2sc(CC)cc2c1=O | 0.5
Cc1nc(N2CCN(Cc3ccc4c(c3)OCO4)CC2)c2oc3ccccc3c2n1 | 9.3
CCOC(=O)C1=C(COC(=O)C(CC)c2ccccc2)NC(=O)NC1C (stereo not drawn) | 0.5
CN1CCN(S(=O)(=O)c2ccc(Br)c3nsnc23)CC1 | 0.0
CC1=C(C(=O)OC2CCCCC2)C(c2cccnc2)n2nnnc2N1 (stereo not drawn) | 5.0
COc1ccc(CCNC(=O)COC(=O)CSc2ccc([N+](=O)[O-])cc2)cc1OC | -1.3
N#CNC(N)=Nc1cccc(Cl)c1 | 1.9
COc1ccc(-c2oc3c(c2C(=O)OCCO)C(OCCO)CCC3)cc1 (stereo not drawn) | -0.8
CCc1cc2c(Nc3ccccc3O)nc(C)nc2s1 | 4.5
COc1ccccc1CNC(=O)C1CCN(S(=O)(=O)c2ccc3c(c2)OCCCO3)CC1 | -6.0
Cc1oc(C)c2c(=O)ccc3c(c12)OC(N)=C(C#N)C3c1ccc(F)cc1 (stereo not drawn) | 1.8

In the list so far, 2 contain bromine.
SMILES | TbREL1 primary
O=C(COc1ccc(Br)cc1)N1CCC(c2ccccc2)C1 (stereo not drawn) | -2.9
CN1CCN(S(=O)(=O)c2ccc(Br)c3nsnc23)CC1 | 0.0

The list continues:
SMILES | TbREL1 primary
O=C(CN1C(=O)c2cccc3cccc(c23)C1=O)NCCN1CCOCC1 | 3.0
O=C(NC(=S)Nc1ccccc1)c1cc(-c2ccccc2)nc2ccccc12 | -2.8
CCc1nnc(NC(=O)CSc2nnc(CNc3cccc(C)c3)n2-c2ccccc2)s1 | -1.8
NNC(=O)Cc1cn(-c2ncc(C(F)(F)F)cc2Cl)c2ccccc12 | 1.2
COc1ccc(CN(C)C(=O)c2ccc(NC(=O)CC3SC(N4CCCC4)=NC3=O)cc2)c(OC)c1OC (stereo not drawn) | 1.7
COC(=O)C1CC(=O)c2sccc2C1 (stereo not drawn) | 2.5
COc1cc(C2Nc3c(F)cccc3C3C=CCC32)cc(Br)c1OC (stereo not drawn) | -3.0
O=S(=O)(NCCSc1nnnn1-c1ccccc1)c1cccs1 | -1.9
COc1ccc(Cc2c[nH]c(=O)[nH]c2=O)cc1 | 2.8
NCCCC[C@@H]1NC(=O)c2cc([N+](=O)[O-])cc(I)c2SC[C@@H](C(N)=O)NC(=O)[C@H](CCC(N)=O)NC1=O | 1.0
COc1ccccc1N1C(=O)CC(c2ccccc2)CC1=O | 4.0
CN(C)CCCNC(=S)N1CCC(C(=O)c2ccc(Cl)cc2)CC1 | -4.1
COc1ccc(C2C(C(=O)c3sc(C)nc3C)=C(O)C(=O)N2CCN2CCOCC2)cc1 (stereo not drawn) | -2.2
O=C(CSCc1cnn(-c2ccccc2)c1-n1cccc1)N1CCN(Cc2ccccc2)CC1 | -2.5
Cc1ccc2c(CC(=O)OCn3nnc4ccccc4c3=O)coc2c1 | -0.5
Cc1ccc(-c2cc(C(=O)Nc3ccc(S(=O)(=O)Nc4onc(C)c4C)cc3)[nH]n2)c(O)c1 | -2.3
O=C(c1ccc2c(c1)OCO2)C1CCCN(Cc2ccccc2OC(F)F)C1 (stereo not drawn) | -0.9
Cc1cccc([C@@H]2[C@@H]3C(=O)N(C)C(=O)[C@@H]3[C@@H]3C(=O)Nc4ccccc4C(=O)N23)c1 | 3.9
CCc1nnc(NC(=O)CSc2nc3[nH]c(=O)cc(O)c3s2)s1 | -0.7
CN(CC(=O)Nc1ccccc1Cl)C(=O)COC(=O)/C=C/c1cccs1 | -1.1
COc1cc(Cl)c(C)cc1NC(=O)CSc1nnc(-c2ccccn2)n1Cc1ccco1 | 0.4
CCc1nc2ccc(C(=O)NC3CCN(Cc4ccccc4)CC3)cn2c1N(CC)CCOC | -6.1
CC(=O)C1=C(O)C(=O)N(Cc2cccnc2)C1c1ccc(Cl)cc1 (stereo not drawn) | -0.2
CC(Oc1ccc(Cl)cc1)C(=O)OCC(=O)Nc1ncc(Cl)cc1Cl (stereo not drawn) | 1.1
O=C(OCc1cccc([N+](=O)[O-])c1)c1ccc[nH]c1=O | 2.3

Going on with the list.
SMILES | TbREL1 primary
CC(=O)N/C(=C\c1ccccc1)C(=O)OCC(=O)NC1CCS(=O)(=O)C1 (stereo not drawn) | 4.6
NC(=O)C1(N2CCCCC2)CCN(C(=O)c2ccc(-n3cnnn3)cc2)CC1 | -0.8
COC(=O)c1c(-c2cccnc2)csc1NC(=O)c1ccc2c(c1)OCO2 | 2.8
COc1cccc(N2CC(NC(=O)C(=O)c3c(C)[nH]c4ccccc34)CC2=O)c1 (stereo not drawn) | -3.0
Cc1cccc(C)c1-n1nnnc1C1c2ccccc2C(=O)N1CCCn1ccnc1 (stereo not drawn) | 1.7
COc1ccc(C2=Nc3ccc(Br)cc3C(c3ccccc3)N2CC(=O)NN)cc1 (stereo not drawn) | -3.6
Cc1c(N2C(=O)/C(=C\c3cccc4ccccc34)SC2=S)c(=O)n(-c2ccccc2)n1C | -1.2
OC(CNCc1ccccc1C(F)(F)F)C(F)(F)F (stereo not drawn) | 2.3
O=C(Nc1ccccc1)c1cc2c(=O)c3ccccc3oc2nc1C(F)(F)F | 1.8
COc1cc(NC(=O)c2cnc(N)s2)cc(C(=O)Nc2cccc(C(F)(F)F)c2)c1 | 31.7*
COc1ccc(C(C(=O)N(C)C2CCCC2)N(Cc2ccc(F)cc2)C(=O)c2cc(C)[nH]n2)cc1OC (stereo not drawn) | 4.2
O=C(CSc1nnc(-c2ccncc2)n1-c1ccccc1Cl)Nc1ccc(C(=O)O)cc1 | -2.0
CCC(C)(C(=O)NC1CCCCC1)N(Cc1ccco1)C(=O)CC1NC(=O)NC1=O (stereo not drawn) | 2.4
CCOC(=O)N1CCC(N(C(=O)Nc2ccc(CC)cc2)C(C)CC)CC1 (stereo not drawn) | 1.2
CCOc1cc(/C=C/C(=O)OCC(=O)NC2CCS(=O)(=O)C2)ccc1OCc1ccccc1 (stereo not drawn) | 7.8
CCCCSc1nnc(-c2ccc(C)cc2)o1 | 1.1
O=C(Nc1ccccc1-c1ccccc1)c1cccs1 | 2.8
CC(=O)c1ccc(Cc2cnc(N)s2)cc1 | -0.2
Cc1cc(C)n(-c2nc(NCC(C)O)c3c4c(sc3n2)COC(C)(C)C4)n1 (stereo not drawn) | 6.1
O=C1C(Cc2ccccc2)Nc2ncnc(N3CCCCC3)c2N1Cc1ccc(Br)cc1 (stereo not drawn) | 6.2
Cc1cc(C(=O)COc2nncc3ccccc23)c(C)n1C | -5.1
Clc1ccc2c(c1)c1cc(Cl)ccc1n2CN1CCOCC1 | 4.0
COc1ccc(/C=N/NC(=O)c2cccnc2)cc1CSc1ccccn1 | -2.8
O=C(Cc1ccccc1)N/N=C/C=C/c1ccccc1[N+](=O)[O-] | -1.0
COc1ccc(-c2nc(N)c(C#N)c(-c3cccnc3)c2C)cc1 | 0.8

Two compounds drawn at random from the list so far, as already listed:
SMILES | TbREL1 primary
OC(CNCc1ccccc1C(F)(F)F)C(F)(F)F (stereo not drawn) | 2.3
Cc1cc(C)n(-c2nc(NCC(C)O)c3c4c(sc3n2)COC(C)(C)C4)n1 (stereo not drawn) | 6.1

The main list resumes, repeating the 2 entries before the break.
SMILES | TbREL1 primary
O=C(Cc1ccccc1)N/N=C/C=C/c1ccccc1[N+](=O)[O-] | -1.0
COc1ccc(-c2nc(N)c(C#N)c(-c3cccnc3)c2C)cc1 | 0.8
CCOc1cc(C(=O)Nc2ccccc2N2CCOCC2)ccc1OCC(=O)N1CCOCC1 | -0.8
Cc1ccc(NC(=S)NNC(=O)c2nn(C)c(C)c2Cl)cc1 | -8.1
COc1ccc(CNC(=O)Cn2nc(-c3ccc4c(c3)OCCO4)ccc2=O)cc1 | 2.1
COC(=O)C1=C(SC)N(c2ccccc2)C(c2ccccc2)CC1=O (stereo not drawn) | -1.9
Cc1ccc(-c2cnn(-c3cccc([N+](=O)[O-])c3)c2N)cc1 | 4.2
Cc1ccc(NC(=O)NN2CCOCC2)cc1 | 1.3
O=C(C[C@@H]1C/C=C\C[C@H](Cc2ccc(F)cc2)C(=O)OC[C@@H](c2ccccc2)NC1=O)NCCO | -2.5
CC1=Nc2ccc(Br)cc2C(c2ccccc2)N1CC(=O)NN (stereo not drawn) | 3.9
C/C(=N\NC(=O)CN(c1ccccc1Br)S(C)(=O)=O)c1cccs1 | 1.9
CCN(CC)CCn1c(NCc2ccccn2)nc2ccccc21 | 10.7
CC(=O)Nc1ccc(N2C(=O)CSC2c2c(F)cccc2Cl)cc1 (stereo not drawn) | -1.8
CN(CC(=O)Nc1ccccc1C(=O)NC1CC1)Cc1ccc(Cl)s1 | 0.3
CC(=O)Nc1ccc(S(=O)(=O)N2CCC(c3nc4ccccc4[nH]3)CC2)cc1 | -2.0
CCc1cccc(C)c1NC(=O)COC(=O)CCn1c(C)csc1=O | 2.1
CCC1Oc2ccccc2N(CC(=O)NCCC2=CCCCC2)C1=O (stereo not drawn) | -1.0
CCN(CC)S(=O)(=O)N1CCC(C(=O)NCc2ccc3c(c2)OCO3)CC1 | -0.8
COC(=O)[C@H](Cc1ccccc1)NC(=O)NCC1CCCO1 (stereo partly drawn) | -0.3
CN1CCc2c(sc3c2C(=O)NC(c2ccccn2)N3)C1 (stereo not drawn) | 4.2
O=C(CSc1ncccn1)N/N=C/c1cccc(OC2CSC2)c1 | 9.9
CCCCCCC(=O)N/N=C/Cc1ccccc1 | -0.4
C/C(C=NNC(=O)CSc1nnc(-c2ccc(Cl)cc2)n1-c1ccccc1)=C\c1ccccc1 | -1.5
Cc1cccc(C)c1NC(=O)CN(C)C(=O)CN1C(=O)NC(C)(C)C1=O | 2.1

Screening results deposited in PubChem BioAssay by The Scripps Research Institute Molecular Screening Center.
